FXIa inh: inhibitors of human coagulation factor XIa | actives 0.14% (n = 220,000) | AID 798 | P03951 | purified FXIa, Boc-Glu-Ala-Arg-AMC fluorogenic substrate | inhibition, % at 5 µM;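 active means inhibition of at least 40%; inactive means inhibition below 40%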;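 further: fluorescence of freed AMC excited at 355 nm; 0% = enzyme without compound and 100% = no enzyme blank; many of its hits are not listed in these tables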
FXIIa inh: inhibitors of human coagulation factor XIIa | P00748 | AID 800 | actives 0.3% (n = 220,000) | purified FXIIa, Boc-QGR-AMC fluorogenic substrate, 2 h | inhibition, % at 5 µM; in the data active means inhibition above about 40%;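 further: 0% = enzyme with no compound and 100% = blank without enzyme; many of its hits are not listed in these tables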
Runt-SMMHC FRET: Runt domain-CBFb-SMMHC interaction inhibition; inhibition, % at 20 µM; actives 0.74% (n = 220,000); AID 1434; Q01196+Q13951; Cerulean-Runt/Venus-CBFb-SMMHC FRET ratio 530/480, 1 h;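 active means mean inhibition across duplicate retests at 20 µM reaching about 50%, limit read from the data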;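 further: 0% = DMSO wells and 100% = wells with excess untagged CBFb-SMMHC; inhibitors lower the FRET ratio by blocking Runt binding to CBFb-SMMHC; some results filed as inactive read as strong as hits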
Target sequence (Q01196 whole entry, looked up, the tested form may be a part): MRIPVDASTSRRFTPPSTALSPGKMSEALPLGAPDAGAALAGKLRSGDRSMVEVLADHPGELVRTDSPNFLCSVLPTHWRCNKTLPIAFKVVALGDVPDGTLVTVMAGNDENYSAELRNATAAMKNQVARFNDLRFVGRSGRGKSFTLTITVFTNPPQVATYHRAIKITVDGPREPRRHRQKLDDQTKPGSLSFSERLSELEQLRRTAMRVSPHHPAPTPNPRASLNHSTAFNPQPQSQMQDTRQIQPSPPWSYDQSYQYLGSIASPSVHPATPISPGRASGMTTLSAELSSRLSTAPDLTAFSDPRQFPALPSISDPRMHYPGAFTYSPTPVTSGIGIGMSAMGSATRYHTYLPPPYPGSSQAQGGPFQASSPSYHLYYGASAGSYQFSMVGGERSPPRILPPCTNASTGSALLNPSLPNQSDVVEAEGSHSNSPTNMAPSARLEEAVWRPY
Target sequence (Q13951 whole entry, looked up, the tested form may be a part): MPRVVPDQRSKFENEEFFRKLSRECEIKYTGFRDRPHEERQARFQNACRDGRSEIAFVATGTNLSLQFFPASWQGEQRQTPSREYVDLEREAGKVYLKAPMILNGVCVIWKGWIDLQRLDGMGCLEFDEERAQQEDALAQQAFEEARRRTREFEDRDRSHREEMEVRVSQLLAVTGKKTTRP
Wee1 stabilizer: human Wee1 degradation inhibition, primary screen; reporter increase, % at 5 µM; AID 1321; HeLa Luc-Wee1K328M stability, luciferase luminescence; 100% = proteasome inhibitor MG132 effect; actives 1.2% (n = 220,000); P30291;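 active means activation above the mean of all tested compounds plus 3 SD, set per screening run, cut at about 8.8% in these data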;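 further: cells exposed to compound for 20 h before luminescence read; 0% = DMSO alone and 100% = MG132 at 30 µM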
thrombin 1536: inhibitors of human thrombin. inhibition, % at 5 µM. AID 1046. alpha-thrombin, Boc-VPR-AMC fluorogenic substrate cleavage. actives 0.26% (n = 220,000);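 active means inhibition at or above 40%; inactive means inhibition below 40%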;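 further: 0% = enzyme with no compound and 100% = wells without enzyme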
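Material: human alpha-thrombin protein; Also added: Boc-VPR-AMC substrate, 15 µM final; Timing: enzyme reaction carried out at room temperature; Signal: fluorescence, ex 355 nm, em 460 nm; Measure: % inhibition of thrombin; Controls: enzyme without compound as high, wells lacking enzyme as low.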
Hck Nef HTS: human Hck-Nef kinase inhibition; P08631; inhibition, % at 20 µM; AID 463187; actives 0.68% (n = 220,000); Recombinant Hck-YEEI plus Nef, Z-Lyte FRET kinase assay;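 active means Hck-Nef kinase inhibition above about 50%, limit read from the data; inactive means inhibition below that limit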;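 further: 0% = DMSO with Hck plus Nef and 100% = Hck alone without Nef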
KLK5 inh: blocks human kallikrein 5 protease activity; recombinant hK5, fluorogenic AMC substrate cleavage; inhibition, % at 5 µM; actives 0.59% (n = 210,000); AID 873;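 active means inhibition of 40% or more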;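 further: 0% = enzyme controls without compound and 100% = no-enzyme blanks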
Target sequence (Q9Y337 67-293 limits assumed): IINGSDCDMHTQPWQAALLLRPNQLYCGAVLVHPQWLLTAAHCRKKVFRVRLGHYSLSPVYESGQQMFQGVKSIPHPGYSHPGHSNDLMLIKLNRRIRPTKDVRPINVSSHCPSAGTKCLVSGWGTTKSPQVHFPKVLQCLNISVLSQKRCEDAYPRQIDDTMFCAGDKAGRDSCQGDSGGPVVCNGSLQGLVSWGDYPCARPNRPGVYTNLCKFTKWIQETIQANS
Runt-CBFb FRET: blocks binding of human RUNX1 Runt domain to CBFb | Q01196+Q13951 | Cerulean-Runt/Venus-CBFb FRET ratio 530/480, 1 h | inhibition, % at 20 µM | actives 0.46% (n = 220,000) | AID 1496;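 active means inhibition over about 50% at 20 µM in the single-dose screen, limit read from the data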;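 further: 0% = DMSO wells and 100% = excess unlabeled CBFb competitor control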
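Measured by: fluorescence energy transfer, 422 nm excitation, 530/480 nm emission; Assay system: Cerulean-Runt domain; Medium: Tris pH 7.5 buffer with BSA; Measure: loss of energy transfer signal; Controls: 5 µM unlabeled CBFb as full-inhibition high control; Incubation: protein complex preformed 1 h, compound exposure 1 h, room temperature, dark.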
14-3-3 Bad PPI: disrupts binding of bovine 14-3-3 zeta to phospho-Bad peptide | AID 781 | actives 0.71% (n = 220,000) | P63103 | TR-FRET 14-3-3zeta/Dy647-pBad peptide displacement, 1 h | inhibition, % at 21.7 µM;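 active means inhibition above about 70%, limit read from the data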;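 further: 0% = full 14-3-3 plus peptide FRET controls and 100% = background without 14-3-3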
Active calls of the source: *; . = no result given; [ ] = another dose, or the depositor's remark.

No.	SMILES	FXIa inh	FXIIa inh	Runt-SMMHC FRET	Wee1 stabilizer	thrombin 1536	Hck Nef HTS	KLK5 inh	Runt-CBFb FRET	14-3-3 Bad PPI
1	O=C(C(NS(=O)(=O)c1cccs1)c1ccccc1)N1CCN(c2ccccc2)CC1 (stereo not given)	3	23	-92	-1	3	6	-8	-15	1
2	Cc1ccc(N(CC(=O)N2CCOCC2)S(C)(=O)=O)cc1	2	3	-1	-2	.	22	-6	0	-4
3	Cc1ccc(CN2C(=O)C(C)Oc3ccccc32)cc1 (stereo not given)	0	13	-1	0	-4	15	5	-1	10
4	CCOCCCNC(=O)C(NC(=O)CNC(=O)c1ccccc1)c1ccccc1 (stereo not given)	23	24	0	0	5	1	-12	1	8[fluorescence artefact?]
5	O=C(Cn1cnc2ccccc2c1=O)N1CCc2ccccc2C1	4	7	1	-5	.	20	-2	-1	-12
6	CCC1(C)Cc2ccccc2C(=S)N1 (stereo not given)	-3	3	-3	1	-17	24	-5	1	-12
7	Cc1ccc(S(=O)(=O)N2CCC(=O)N(C(COCc3cccc(C(F)(F)F)c3)C(C)C)CC2)cc1 (stereo not given)	4	7	-12	3	-5	-7	-4	-14	1
8	CCCCOC(=O)Nc1nc2ccc([N+](=O)[O-])cc2s1	-3	6	-6	-3	2	18	3	-62	-11
9	CCOC(=O)CC1(C)OCC(C[N+]2(C)CCCCC2)O1 (stereo not given)	5	12	8	1	7	15	19	0	26
10	Cc1cc(C)c(C(=O)CSc2nnc(N)s2)cc1C	2	4	2	0	-3	12	10	1	-2
11	O=C(Nc1ccccc1N1CCCC1)c1cc2ccccc2o1	-6	-3	-3	-1	-12	2	-30	1	-8
12	COC(=O)[C@@]1(Cc2ccc(OC)cc2)[C@H]2c3cc(C(=O)N4CCCC4)n(CCO)c3C[C@H]2CN1C(=O)c1ccccc1	8	17	-1	-2	5	-1	-3	-4	-3[fluorescence artefact?]
13	O=C(NCC(=O)N(c1cccnc1)C(C(=O)NCc1ccco1)c1ccccc1)c1ccco1 (stereo not given)	2	13	-2	-3	-3	-1	4	-2	-11
14	CCOc1cc(CNC(C)C)c(Cl)cc1OCC(=O)NCCc1ccccc1	-4	2	0	3	-2	-2	-14	-3	-7[fluorescence artefact?]
15	CCNS(=O)(=O)c1ccc(NC(=O)Nc2cccc(C(F)(F)F)c2)cc1	-7	9	0	0	0	1	-9	0	0
16	C=CCSC(=C(C#N)C#N)c1cc2c([nH]1)CCCC2	3	17	-3	-2	4	-8	9	4	-5[fluorescence artefact?]
17	Cc1[nH]nc(Nc2ccc(O)cc2)c1[N+](=O)[O-]	5	8	.	-1	1	20	3	.	-13
18	N#CCOc1ccc(C2=NO[C@@H]3[C@@H]4C[C@@H]([C@H]5C(=O)N(c6ccc7c(c6)OCO7)C(=O)[C@@H]45)[C@H]23)cc1	6	13	0	0	2	1	-9	0	-1[fluorescence artefact?]
19	FC(F)(F)c1ccnc(N2CCN(Cc3cnc(-c4ccccc4)[nH]3)CC2)c1	4	8	2	4	5	17	2	-1	3
20	COCc1cc(C)nc2sc(C(=O)NN)c(-n3cccc3)c12	3	3	0	-2	2	15	-1	-2	-10
21	CN(C)CCCNC(=O)c1ccc(-c2nc(-c3ccc(Cl)cc3)cs2)cc1	1	6	0	3	-1	2	-9	-2	26[fluorescence artefact?]
22	Oc1ccc(Br)cc1/C=N/Nc1ncc(-c2ccccc2)cn1	-7	-2	0	-2	4	20	-9	3	-7
23	Cc1c(CN2CCC(CO)(Cc3ccccc3)CC2)c2ccccc2n1C	2	8	.	-1	-15	26	4	.	-8
24	COc1ccc(-n2ncc(Cl)c(Cl)c2=O)cc1	-2	7	3	4	-6	11	2	-1	-2
25	Cc1cc2c(=O)n(CC(=O)N3CCN(c4ccccc4)CC3)cnc2s1	-2	4	2	-5	-20	-1	-24	-1	1[fluorescence artefact?]
26	C/C(=N\NC(=O)c1cc(C)nc2ccccc12)c1ccc([N+](=O)[O-])cc1	-1	4	-9	3	0	20	1	0	-10
27	O=C(O)CCCCCNc1nc(=S)[nH]c2ccccc12	-6	-1	-1	-4	-2	-2	3	-1	7[fluorescence artefact?]
28	N#C/C(=C/c1ccc2c(c1)OCO2)C(=O)NCCc1c[nH]c2ccccc12	4	20	-2	0	11	-1	27	0	.
29	COc1ccc(-c2nnc(-c3cc4ccccc4oc3=O)o2)cc1	10	17	-20	0	2	7	-2	0	7
30	Cc1onc(-c2ccccc2)c1-c1csc(N/N=C/c2ccccc2)n1	0	3	-2	0	-4	3	-1	6	-6
31	Cn1cc(-c2cc(C(=O)O)on2)cn1	-1	11	4	-3	-4	27	-2	1	2
32	CCOC(=O)N1CCC(N2CC34C=CC(O3)C(C(=O)Nc3ccc(C)cc3)C4C2=O)CC1 (stereo not given)	2	14	-2	0	-3	18	-8	2	5
33	Cc1ccccc1-n1nc(C)c2cc(C(=O)N3CCN(S(=O)(=O)c4ccc(F)cc4)CC3)sc21	2	10	-5	0	-1	-1	-10	0	7
34	Cc1cc(C)c2nc(-c3cccnc3)cc(C(=O)NC(C)c3cnn(C)c3C)c2c1 (stereo not given)	-3	-2	-3	1	3	7	-16	1	-1
35	O=C(Nc1ccccc1)c1ccc[nH]1	6	12	0	-3	0	-47	-4	-2	7
36	CC(NC(=O)c1cc2ccccc2o1)c1cccs1 (stereo not given)	-7	-4	0	0	1	-2	-26	2	-17
37	NNC(=S)Nc1cc(S(=O)(=O)N2CCOCC2)ccc1N1CCOCC1	-4	3	1	-3	3	8	-9	2	94*
38	Cc1ccc(C(=O)Nn2c(O)c(C=C3N=c4ccccc4=N3)sc2=S)cc1	9	6	-12	1	7	-1	12	-3	-7
39	COc1ccc(-n2c(N)c(C(=O)NCC3CCCO3)c3nc4ccccc4nc32)c(OC)c1 (stereo not given)	-11	-6	106*	-2	4	75*	-11	44	-4[fluorescence artefact?]
40	COc1ccc(NS(=O)(=O)c2ccc(N3CCCC3)c(NC(=S)Nc3cccc(C)c3C)c2)cc1	0	0	34	0	-11	11	-18	44	10[fluorescence artefact?]
41	CCOC(=O)Cc1csc(NC(=O)C(CC(C)C)NC(=O)C2CCCCC2)n1 (stereo not given)	-5	7	4	3	2	-8	-13	-1	2
42	COc1ccccc1NC(=O)c1cccs1	2	6	2	1	1	1	-1	0	.
43	O=C(Nc1ccc(F)cc1)N1CCN(c2ncccn2)CC1	-2	4	2	-1	-4	17	0	2	7
44	Cc1ccc(-n2c(SCC(=O)N3CCOCC3)nnc2-c2ccncc2)cc1	-5	14	2	0	5	6	1	1	1[fluorescence artefact?]
45	Cc1cc(OCC(=O)Nc2ccc3c(c2)OCCO3)ccc1Cl	8	10	3	-1	3	-1	5	-2	-3
46	CC(C)(C)C(=O)NCCN1CCN(C(=O)C(C)(C)C)CC1	6	9	5	2	1	2	-8	-2	-6
47	CC(C)n1c(NCc2cc(Cl)ccc2O)nc2ccccc21	17	21	2	0	-4	0	-9	-1	0
48	O=c1c(C(c2ccccc2)c2c(O)nc3n(c2=O)CCS3)c(O)nc2n1CCS2	4	7	0	0	-6	1	-7	1	1
49	N#Cc1c(-c2ccccc2Cl)noc1/C=C/Nc1ccc(C(=O)O)cc1	2	4	13	1	-9	28	-3	-1	-2
50	CNS(=O)(=O)c1ccc(Cl)nc1	-4	3	-2	-2	-6	0	-15	-2	-5
51	CCCCN(Cc1ccco1)C(=O)Cn1ncc2c(=O)oc3ccc(C)cc3c21	-2	3	0	1	-4	1	5	-1	2
52	CC(C)CNS(=O)(=O)c1ccc(S(=O)(=O)N2CCC3(CC2)OCCO3)cc1	-1	2	2	4	-10	3	-30	0	-6
53	Cc1ccnc(-n2c(CCN3C(=O)c4ccccc4C3=O)nc3ccccc3c2=O)c1	4	9	-2	1	-1	6	-5	0	7
54	[O-]/[N+](=C\c1cccc(Br)c1)c1ccccc1	-1	8	2	1	-10	22	0	0	12
55	CC(C)(C)c1ccc(NC(=O)COC(=O)CCN2C(=O)c3cccc([N+](=O)[O-])c3C2=O)cc1	-5	4	-3	17*	-5	-1	-6	-5	1
56	Cc1ccc(N2CN(CCc3ccccc3)CNC2=S)cc1	4	5	-3	4	-6	-6	-6	0	-5
57	O=C(N/N=C/c1cccs1)C(O)c1ccccc1 (stereo not given)	1	6	-1	1	-3	10	1	-2	2
58	CCOC(=O)c1sc(NC(=O)Cc2ccc(F)cc2)nc1C	-1	4	2	2	8	26	1	-2	-10
59	CCCC12CN3CC(C)(CN(C1)C3c1ccco1)C2=O (stereo not given)	-1	10	-5	4	-4	0	2	-1	-8
60	CCCCCC1CC(=O)N(Cc2ccccc2)C(=O)N1 (stereo not given)	-1	8	-40	-1	1	3	0	2	-4

(more compounds)
No.	SMILES	FXIa inh	FXIIa inh	Runt-SMMHC FRET	Wee1 stabilizer	thrombin 1536	Hck Nef HTS	KLK5 inh	Runt-CBFb FRET	14-3-3 Bad PPI
61	O=C(Nc1ccc(Cl)cc1)C(c1ccccc1)N(CCO)CCO (stereo not given)	3	16	2	2	5	-20	7	0	-4
62	CCOC(=O)c1cnc2ccc(Cl)cc2c1NCCN(C)C	6	12	46	-1	1	10	-7	64*	-5
63	CCCCNC(=O)C(c1ccc(OCC(=O)OC)c(C(=O)OC)c1)N(CCc1ccccc1)C(=O)CCCCCN1C(=O)NC(c2ccc(-c3ccccc3)cc2)C(C(=O)OCc2ccccc2)=C1C (stereo not given)	2	8	-3	.	0	25	3	-2	-1
64	Cc1ccc(C(=O)COC(=O)c2cnccn2)cc1	-13	6	1	0	-6	2	-8	-1	3[fluorescence artefact?]
65	NC[C@@H]1O[C@H](O[C@H]2[C@@H](O)[C@H](O[C@@H]3[C@@H](O)[C@H](N)C[C@H](N)[C@H]3O[C@H]3O[C@H](CO)[C@@H](O)[C@H](O)[C@H]3N)O[C@@H]2CO)[C@H](N)[C@@H](O)[C@@H]1O	.	.	2	8	.	.	.	0	-3
66	O=C(COc1ccc([N+](=O)[O-])cc1)Nc1nnc(-c2cccnc2)s1	-3	5	-7	0	-2	20	-6	0	20
67	CCOC(=O)c1cnc(SCC(=O)Nc2cc(C(F)(F)F)ccc2N2CCOCC2)nc1N	1	2	-4	3	1	7	-26	0	20[fluorescence artefact?]
68	COc1ccc(CN(C)C(=S)Nc2ccc(Cl)cc2)cc1	27	42*	2	3	-1	5	30	-2	2
69	CCC(C)C(NC(=O)OC(C)(C)C)C(=O)NC(C(=O)N1CCCC1C(N)=O)C(C)CC (stereo not given)	-11	-16	2	1	-12	-1	-21	-2	1
70	CCOC(=O)c1c(C)nc2c(c1-c1ccccc1)C(=O)CC(C)(C)C2	10	2	4	-1	-3	4	-26	0	6[fluorescence artefact?]
